FUS yeast rescue = rescues growth of FUS-expressing yeast | AID 1347120 | 0.24% of 390,000 active | S. cerevisiae FUS-expressing, growth rescue, OD600, 24 h | Potency, µM (series often up to 76.6 µM), inactives show top-dose growth rescue (activation), most hits filed as activators;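 note: potency is the fitted concentration of half-maximal effect; plate controls were DMSO vehicle for no effect and reference control for full effect; nearly all actives have a fitted effect of over 55% in size; some results filed as inactive show a strong effect at the top dose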
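Read-out: OD at 600 nm after 24hr at 30C, reporting rescue of FUS-induced yeast toxicity. Cells at OD 0.005 in galactose (2%) minimal medium; compounds tested in a dilution series; CP55940 titration from 92uM final as control.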
DRD3 agonist = D3 dopamine receptor (human) agonism; 0.58% of 410,000 active; D3R DiscoveRx beta-arrestin cells, luminescence, 90 min; P35462; max activation, %; in the data active = max activation above about 30%; note: 0% is about no effect; mostly tested at two doses, the higher about 12 µM
Target sequence (P35462 whole entry, looked up): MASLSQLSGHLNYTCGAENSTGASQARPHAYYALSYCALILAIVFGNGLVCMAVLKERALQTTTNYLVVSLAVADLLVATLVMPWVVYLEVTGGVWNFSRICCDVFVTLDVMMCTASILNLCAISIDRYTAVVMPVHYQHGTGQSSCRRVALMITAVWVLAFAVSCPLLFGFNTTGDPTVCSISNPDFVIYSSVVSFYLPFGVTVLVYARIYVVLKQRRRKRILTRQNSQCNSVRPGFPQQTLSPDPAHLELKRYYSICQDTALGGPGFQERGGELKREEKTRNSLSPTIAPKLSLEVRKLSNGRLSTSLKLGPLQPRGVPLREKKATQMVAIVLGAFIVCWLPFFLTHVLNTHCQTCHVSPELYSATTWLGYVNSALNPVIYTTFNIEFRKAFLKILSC
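Agonist-mode cell screen: cells plated at 1500/well and incubated overnight at 37 °C, then exposed to library compounds for 90 min at 37 °C. Detection reagent was added for 30–60 min at room temperature, and luminescence was read.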
Abeta rescue = restores growth of yeast expressing A-beta42 peptide; 0.063% of 410,000 active; Potency, µM (highest dose often 46.1 µM), inactives show at the highest dose growth rescue, actives largely listed as activators; yeast expressing A-beta42, growth rescue, OD600, 48 h; response scale: 0% DMSO, 100% iron-clioquinol control; note: potency is the fitted concentration of half-maximal effect; nearly all actives have a fitted effect of over 55% in size
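Growth rescue measured by 600 nm absorbance after 48 h yeast culture at 30 C with compound. Values normalized between DMSO and an equimolar ferric chloride plus clioquinol control.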
DRD3 antagonist = blocks the human D3 dopamine receptor; P35462; D3R cells, DiscoveRx beta-arrestin luminescence, antagonist mode; active compounds read low; max response, negative = inhibition, %; 2.5% of 360,000 active; in the data active = max response below about -50%; inconclusive = no clear call, values can overlap the other calls; note: % is set by controls: 0 for no effect and ±100 for the full control effect; mostly tested at two doses, the higher about 12 µM
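Cells plated overnight at 1500 cells/well, then exposed to library compounds with dopamine controls for 90 minutes at 37 degrees C. DiscoveRx reagent added for 30–60 minutes at room temperature; luminescence read, quantitative HTS format.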
EPAC2 ag = agonists of human EPAC2 (RAPGEF4); Potency, µM (doses to about 154 µM), inactives show top-dose activation, hits mostly activators; EPAC2 activation, biochemical qHTS; response scale: 100% = 6.5 mM cAMP response; AID 720711; 0.079% of 360,000 active; Q8WZA2; note: potency is the fitted concentration of half-maximal effect; nearly all actives have a fitted effect of over 50% in size
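Fluorescence exchange assay: 100 nM EPAC2 with 250 nM RAP1B-BODIPY-GDP and 50 uM GDP; compounds tested as a concentration-titration series (qHTS). Loss of Rap1-bound BODIPY-GDP fluorescence read at 480/540 nm; data normalized to 6.5 mM cAMP.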
TDP-43 yeast inh = TDP-43 toxicity inhibition in yeast; 1.8% of 410,000 active; Potency, µM (highest dose often 46.1 µM), inactives show top-dose growth rescue (activation), usual class: activators; TDP-43 expressing yeast growth rescue, BacTiter-Glo, 24 h; note: potency is the fitted concentration of half-maximal effect; % of control where 0% means no effect; nearly all actives have a fitted effect of over 50% in size
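Readout is BacTiter-Glo luminescence of cell growth, so inhibitors register as activators. TDP-43-expressing yeast at OD600=0.02 in galactose medium, after raffinose pregrowth to mid-log, were incubated with compound for 24 hr at 30 deg C.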
aSyn yeast inh = rescues yeast growth from alpha-synuclein toxicity; Yeast expressing alpha-synuclein, growth rescue, BacTiter-Glo, 24 h; Potency, µM (doses to about 46.1 µM), for the others: at the highest dose growth rescue (activation), hits mostly activators; 0.14% of 370,000 active; note: potency is the fitted concentration of half-maximal effect; % of control where 0% means no effect; nearly all actives have a fitted effect of over 65% in size
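Galactose-induced alpha-syn yeast (OD600=0.02, raffinose-pregrown) + pinned cpd, 24 hr, 30 deg C; growth by BacTiter-Glo luminescence. Growth restoration scores as activation.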
EPAC2 antag = EPAC2 (human) antagonism; 0.18% of 360,000 active; Q8WZA2; Potency, µM (doses to about 114 µM), for inactives: at the top dose activity, negative = inhibition, hits mostly inhibitors; EPAC2 GEF exchange of Rap1B-BODIPY-GDP, fluorescence; note: potency is the fitted concentration of half-maximal effect; % is set by controls: 0 for no effect and ±100 for the full control effect; nearly all actives have a fitted effect of over 45% in size; many of its hits are not listed in these tables
* marks the source's active call; other numbers are inactive results; ? = inconclusive; . = no result given; & = joins results of further samples; [ ] = remark or other dose. Unless noted, calls come from the whole dose curve; as a rule, active = well fitted curve in the direction sought with a large enough effect; inconclusive = small, poorly fitted or top-dose-only effect, or another doubt; inactive = no such curve, though single readings can be large; an effect the other way counts as inactive or inconclusive. These rows are one share of the data; rates above refer to the full screens.

SMILES	FUS yeast rescue	DRD3 agonist	Abeta rescue	DRD3 antagonist	EPAC2 ag	TDP-43 yeast inh	aSyn yeast inh	EPAC2 antag
COC(=O)C1=C(c2ccccc2OCc2ccccc2)C[C@@H]2CC[C@H]1N2C(=O)NCc1ccc(Cl)cc1	32µM*	-14	10%	-2	8%	?	13%	-9%
Cc1cc2c(s1)NC(=O)CN=C2c1cccs1	13%	0	-5%	0	7%	8%	3%	8%[57.1 µM]
C=CCN1C(=O)/C(=C/c2cc(C)n(-c3ccccn3)c2C)C(=O)NC1=S	.	-3	5%	-14	-3%	-1%	-2%	-3%
Cc1cccc2c1=NC(=O)/C(=C/c1c(O)[nH]c(=O)[nH]c1=O)C=2	-8%	-9	-21%	-11	4%	5%	2%	-4%
COc1ccc(CN2C(=O)CC(=O)NC2=O)cc1	18%	0	0%	25	4%	-6%	-5%	-2%[57.1 µM]
COc1ccc(Br)cc1CN1CCN(CCO)CC1	-2%	-32	-17%	-87*	7%	-8%	-2%	-3%
COc1ccc(CN2Cc3cc(-c4ccc(OC)cc4)ccc3-n3nncc3C2)cc1	-32%	1	-27%	50	4%	17%	-16%	-5%
CCOC(=O)[C@]12Cc3cc4ccccc4cc3[C@H]1N(Cc1ccccc1)C(=O)c1ccccc12	?	-4	-55%[inhibitor]	?	7%	0%	-66%[inhibitor]	?
C[C@]12CC[C@H](O)C[C@@H]1CC[C@H]1[C@H]3CCC(=O)[C@@]3(C)CC[C@@H]12	-19%	4	-40%[inhibitor]	-4	10%	?	15%	3%
Cc1nn(Cc2ccccc2)c(C)c1C=C1C(=O)NC(=S)NC1=O	.	-6	-13%	-13	13%	27%	-2%	5%
c1cc2c(c(NC3=NCCCS3)c1)CCCC2	-29%	0	4%	-1	3%	5%	3%	5%
O=P(c1ccccc1)(c1nc2ccccc2s1)N1CCOCC1 (stereo not given)	8%	27	21%	-18	8%	-3%	2%	?
COc1cc(Cn2c(N)c(C(=O)NCc3ccco3)c3nc4ccccc4nc32)cc(OC)c1OC	?	-3	24%	-18	11%	6%	2%	-18%
COc1cc(/C=C/c2nc3ccccc3c(=O)n2-c2ccc(Br)c(C)c2)ccc1O	-2%	-4	19%	.	.	?	.	.
Fc1cccc(C2NCCc3[nH]cnc32)c1 (stereo not given)	-3%	3	-10%	18	8%	9%	-1%	24%
Cc1[nH]nc2ccc(-c3cncc(OC[C@@H](N)Cc4c[nH]c5ccccc45)c3)cc12	4%	-4	-11%	17	8%	13%	-2%	13%
COC(=O)C1=C(N)OC(C)=C(C(C)=O)C12C(=O)N(C)c1ccccc12 (stereo not given)	.	2	-6%	-16	3%	-11%	0%	5%
CC(C)OP(=O)(OC(C)C)C(O)c1ccccc1F (stereo not given)	-1%	17	3%	-1	5%	-17%	0%	3%
O=c1c2ccccc2nc(Cc2ccccc2)n1-c1ccccc1	-3%	-7	-16%	2	4%	21%	6%	-9%
CN(C)CCN(CC1CCCN(Cc2ccccc2F)C1)C(=O)Cc1ccccc1F (stereo not given)	4%	-2	-20%	-26	-3%	6%	-6%	7%
O=C1NC(=S)NC(=O)C1=Cc1ccc(Br)s1	23%	-2	-92%[inhibitor]	4	2%	-94%[inhibitor]	-79%[inhibitor]	-5%
COc1ccccc1-n1c(-c2ccccc2Br)nc2ccccc2c1=O	26%	-10	-11%	0	13%	-9%	-6%	?
Cc1ccc(NC(=O)CSc2nnc([C@@H](N)Cc3c[nH]c4ccccc34)o2)c(C)c1	25%	3	3%	11	5%	14%	1%	-3%
CN1CCN(Cc2c(F)cccc2Cl)CC1	-3%	-16	-14%	-4	-2%	-7%	-4%	8%
Cc1cc(C)n2nc(SC(C)C(=O)N3CCC4(CC3)OCCO4)nc2n1 (stereo not given)	26%	-6	2%	-22	5%	-18%	7%	6%
COc1ccc(OC)c(C(c2c(O)c3ccccc3oc2=O)c2c(C)n(C)n(-c3ccccc3)c2=O)c1 (stereo not given)	20%&-23%	0&-6	16%&-13%	-11	8%	?	16%	-11%
C=C1C(=O)O[C@@H]2C[C@@H](C)[C@@H]3C=CC(=O)[C@@]3(C)[C@@H](OC(=O)CC(=O)O[C@H]3[C@@H]4C(=C)C(=O)O[C@@H]4C[C@@H](C)[C@@H]4C=CC(=O)[C@]43C)[C@H]12	?	-32	0%	-110*	-5%	2%	-3%	?
CCN(CC)C(=O)Cn1cc(/C=C2\C(=O)NC(=O)N(c3ccccc3F)C2=O)c2ccccc21	31%	-5	-12%	0	12%	-1%	-2%	0%
CCc1c(C)nc(N)nc1N1N=C1SCCOc1ccccc1	-3%	13	-8%	2	0%	1%	-16%	-7%
O=[N+]([O-])c1ccc2c(c1)Cc1cc(O)ccc1-2	.	-12	-17%	-1	-13%	3.5µM*	1%	6%
CCN(CC)c1ccc([N+](=O)[O-])c2cccnc12	5%	1	6%	1	16%	13%	7%	-20%
c1cc2c(cc1CN1CCNCC1)OCO2	19%	1	10%	-25	-1%	5%	-1%	-3%
COc1ccc2[nH]c(C)c(CCNCc3cc(OC)c4c(c3)OCO4)c2c1	1%	-12	-8%	-25	10%	2%	-6%	-3%
COc1ccccc1-n1c(/C=C/c2ccc(O)cc2)nc2ccccc2c1=O	-30%	2	4%	8	15%	-6%	0%	-7%
Cc1ccc2[nH]c3c(c2c1)CN(C(=O)CN1C[C@H]2C[C@@H](C1)c1cccc(=O)n1C2)CC3	-1%	0	-14%	12	-2%	-5%	12%	6%
Cc1cc(C(=O)CS(=O)(=O)c2ccc(F)cc2)cc(C)c1OC(=O)N(C)C	23%	7	-12%	2	-1%	-18%	?	5%
c1ccc2c(CCN3CCCCC3)c[nH]c2c1	8%	-6	-17%	?	6%	1%	-1%	8%
COC(=O)C1=C(c2cccc(OCc3ccccc3)c2)C[C@@H]2CC[C@H]1N2C(=O)NCCOc1ccccc1	?	-31	6%	-12	12%	7%	0%	4%
COc1cccc(O)c1CN1CCCC(C(=O)c2sccc2C)C1 (stereo not given)	12%	-16	-2%	?	7%	0%	0%	-6%
Cc1ccc(N=Cc2c(O)n(C)c(=O)n(C)c2=O)cc1	-29%	3	-10%	9	2%	11%	1%	2%
Cc1ccc(N)cc1C	-49%	0	-10%	0	-2%	0%	7%	-9%
COc1cc(C2c3cc(O)c(OC)cc3CC3C(=O)OCC32)ccc1O (stereo not given)	2%	10	-10%	0	5%	12%	0%	-7%
Cc1ccc(/C=C2\C(=O)NC(=O)N(Cc3ccccc3Cl)C2=O)o1	6%	12	?	9	-2%	4%	4%	0%
COC(=O)C(O)(c1ccc(NC(=O)NC2CCCCC2)cc1)C(F)(F)F (stereo not given)	-3%	-4	6%	8	-11%	6%	2%	6%
O=C1/C(=C\c2ccc3c(c2)OCO3)N2CCC1CC2	16%	3	8%	-8	12%	-14%	14%	-3%
CCn1c(O)c(C=Nc2ccc(S(N)(=O)=O)cc2)c(=O)n(CC)c1=S	-10%	2	-3%	1	14%	26%	-9%	19%
Cc1ccc(C(=O)C2(C)N(O)C(C)C(c3cccs3)=[N+]2[O-])cc1 (stereo not given)	-7%	0	-6%	-10	10%	-10%	-3%	-2%
O=C1CN(C(=O)CN2CCCCC2)C(c2ccccc2)c2cc(Br)ccc2N1 (stereo not given)	20%	-2	-4%	-3	6%	15%	-4%	-2%
C=CCn1c(O)c(C(CC)=Nc2ccc(NC(C)=O)cc2)c(=O)[nH]c1=O	-1%	-8	1%	-3	4%	-15%	1%	3%
CCSP1(=S)N=C(N2CCOCC2)C(C#N)=C2CCCN21 (stereo not given)	6%	8	6%	24	10%	21%	1%	14%
CC1(C)C(C(=O)NN2C(=O)c3ccccc3C2=O)C1(C)C	-9%	-4	23%	30	-85%[inhibitor][15.6 µM]	0%	14%	-1%
CCCC(=O)NC1=C(N2CC2)C(=O)C(NC(=O)CCC)=C(N2CC2)C1=O	-3%	-9	18%	?	2%	-14%	-2%	14%
O=C1NC(=S)NC(=O)C1=Cc1ccc2c(c1)CCN2CCCCl	33%	1	16%	-19	2%	?	-8%	-11%
O=c1c2ccccc2nc(-c2ccccc2)n1-c1ccccn1	15%	-4	-3%	-14	-7%	-8%	-5%	-1%
Oc1ccc2c3c1O[C@H]1[C@@H](O)CC[C@@]4(O)[C@@H](C2)N(CC2CCC2)CC[C@]314	-28%&-14%	4&8&4	-59%&-14%[inhibitor]	10&18	5%&4%	0%&0%	0%&2%	2%&-8%
OCC[n+]1c2ccccc2nc2ccc(N3CCOCC3)cc21	9%	-14	-32%[inhibitor]	-26	3%	-17%	-10%	5%
Cc1cc([N+](=O)[O-])c2ccccc2[n+]1[O-]	-7%	-17	-79%[inhibitor]	?	7%	?	-77%[inhibitor]	-1%
CC(C)(C)C(=O)O[C@H]1CC[C@@]2(C)C(=CC(=O)C3C2CC[C@]2(C)C(=O)CCC32)C1 (stereo not given in full)	-29%	14	2%	23	0%	-7%	-5%	12%
Cc1cc(N(CCCl)CCCl)ccc1C=NNC(=O)Cc1cc(=O)oc2cc(O)ccc12	.	-1	-1%	18	2%	-5%	3%	-6%
COc1ccc2c(c1OC)CN1CCc3cc4c(cc3[C@H]1C2)OCO4	-8%	-65	7%	-113*	5%	22%	-1%	-25%
Cc1nnc2ccc(-c3cccc(C(F)(F)F)c3)nn12	-26%	-9	0%	-1	0%	-8%	-7%	38%[activator]
O=S(=O)(c1ccccc1)N1CC1c1ccccc1 (stereo not given)	.	-10	-11%	?	21%	-9%	-13%	5%
COC(=O)C1=C(c2cc3ccccc3o2)C[C@@H]2CC[C@H]1N2C(=O)NCc1ccc(C(F)(F)F)cc1	-13%	-5	23%	-12	0%	25%	2%	-22%

Retrieved one by one from the entries so far:
SMILES	FUS yeast rescue	DRD3 agonist	Abeta rescue	DRD3 antagonist	EPAC2 ag	TDP-43 yeast inh	aSyn yeast inh	EPAC2 antag
CCN(CC)C(=O)Cn1cc(/C=C2\C(=O)NC(=O)N(c3ccccc3F)C2=O)c2ccccc21	31%	-5	-12%	0	12%	-1%	-2%	0%
c1cc2c(c(NC3=NCCCS3)c1)CCCC2	-29%	0	4%	-1	3%	5%	3%	5%

Source: PubChem BioAssay (National Center for Advancing Translational Sciences (NCATS))
